Bioassay records: PubChem, several laboratories
IL1B NFkB pot: enhances IL-1B driven NFkB nuclear translocation; HUVEC IL-1B NFkB p65 nuclear translocation imaging; activation, % at 2 µM; actives 0.3% (n = 94,000);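 active = activation above 40%, about the mean plus 3 SD, also judged a hit on visual image review; inconclusive = activation above 40% but not a hit on visual review; inactive = activation not above 40% and no visual hit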;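 also: percent activation is computed from the nuclear over cytoplasmic p65 intensity ratio; values of inactives mirror those of a sister screen read the other way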
PLAP inhibition: PLAP enzyme inhibitors, biochemical, luminescence, HTS (AID 690); purified PLAP, luminescent substrate; higher % means a stronger effect; one-dose inhibition, % at 20 µM; IC50 in µM for titrated hits; actives 0.08% (n = 96,000); in the data active = a potency from the dose series; inactive = the rest, 99 in 100 with inhibition below about 30%; also: strong numbers were not always called active
NFkB transloc inh: blocks IL-1B driven NFkB nuclear translocation in HUVEC cells; HUVEC IL-1B NFkB p65 nuclear translocation imaging; inhibition, % at 2 µM; actives 0.43% (n = 94,000);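 active = inhibition above about 30% together with a positive call from visual inspection of the well image, limit read from the data; inconclusive = inhibition above a set limit but visual check negative; inactive = inhibition not above a set limit, visual check negative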;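 also: nuclear over cytoplasmic p65 intensity ratio measured by imaging; 0% = IL-1B stimulated DMSO wells and 100% = unstimulated DMSO wells; values of inactives mirror those of a sister screen read the other way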
MRP reversal: compounds reversing MRP-mediated drug resistance; actives 0.04% (n = 85,000); H69AR cells + 2 uM doxorubicin, CellTiter-Glo, 72 h; differential viability (reversal), % at 10 µM;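 active = viability drop by adding the cancer drug above about 55%, with treated viability meeting a 40% cutoff, limit read from the data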;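 also: viability without doxorubicin minus viability with 2 µM doxorubicin for each compound; larger differential means the compound sensitizes cells more to doxorubicin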
Bcl-B TR3 displacers: displacers of TR3 peptide from Bcl-B, primary screen, selectivity assay for Bfl-1 inhibitor project, biochemical, fluorescence polarization; FP displacement of FITC-TR3 peptide from Bcl-B; higher % means a stronger effect; displacement, % at 20 µM, or IC50 in µM where a hit was titrated; actives 0.11% (n = 96,000); AID 748;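 active = displacement above 50% at 20 µM plus a fluorescence interference ratio under 1.5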;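 also: plate controls were wells without compound for no effect and wells lacking Bcl-B protein for full effect; a part of the inactive calls stands beside numbers as strong as those of hits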
MRP reversal cytotoxicity: further read-out of MRP reversal, marked with its call; viability, %; H69AR cells, CellTiter-Glo, 72 h; measured here: cytotoxicity without doxorubicin
MRP reversal with doxorubicin: second read-out of MRP reversal, no call of its own (marks repeat the call); viability, %; measured here: viability with 2 uM doxorubicin; stronger effect = lower value
NFkB transloc inh cell count 2 µM: further read-out of NFkB transloc inh, marked with its call; cell count; measured here: cells passing quality filter;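 raw number of nuclei counted in each imaged well without normalization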
IL1B NFkB pot cell count 2 µM: recorded beside IL1B NFkB pot, whose call it bears; cell count; measured here: cells passing quality filter
* marks the source's active call; other numbers are inactive results; ? = inconclusive; · = not tested or not shown.

SMILES	IL1B NFkB pot	IL1B NFkB pot cell count 2 µM	PLAP inhibition	NFkB transloc inh	NFkB transloc inh cell count 2 µM	MRP reversal	MRP reversal cytotoxicity	MRP reversal with doxorubicin	Bcl-B TR3 displacers
Cc1cc(C)n(-c2ccc(C(=O)Oc3ccc4c(c3)OCO4)cc2)n1	-1	200	4%	1	200	5	82	77	-1%
COc1cc2c(=O)n(CCCN3CCOCC3)c(=S)[nH]c2c(OC)c1OC	7	187	-16%	-8	187	-1	88	89	12%
O=C1OCC(Cn2c3ccccc3c3ccccc32)O1 (configuration not stated)	-10	187	18%	10	187	10	97	88	-8%
Cc1onc(-c2ccccc2Cl)c1C(=O)N1CCN(c2nc3ccccc3s2)CC1	·	·	-89%	·	·	-22	60	82	-5%
Cc1cc(C)cc(-n2c(C)cc(C=C(C#N)C#N)c2C)c1	6	108	-18%	-6	108	·	·	·	0%
COc1ccc(CC(=O)Nc2c3c(nn2-c2cccc(C)c2C)CS(=O)C3)cc1 (configuration not stated)	-3	160	-53%	3	160	6	91	85	-6%
COc1ccc(C(=O)Cn2c(Br)nc3c2c(=O)n(C)c(=O)n3C)cc1	6	147	-2%	-6	147	-19	47	66	3%
COCCOc1nc2ccccc2nc1C	0	130	·	0	130	8	94	85	·
CCNC(=O)c1nc[nH]c1C(=O)NCC	-12	104	-3%	12	104	-10	82	91	-7%
c1ccn2c(SCc3ccc4c(c3)OCO4)nnc2c1	15	203	-3%	-15	203	-1	96	96	-8%
Cc1ccc(-n2c(C)cc(C(=O)CSc3n[nH]c(N)n3)c2C)cc1	-7	120	-42%	7	120	-27	32	59	-10%
Cc1ccc(SCCC(=O)N2CCC(C(N)=O)CC2)cc1	-2	143	14%	2	143	-11	90	101	13%
Cc1cc2ccccc2n1CCNC(=O)c1ccc(S(=O)(=O)N2CCOCC2)cc1	·	·	24%	·	·	-2	74	76	20%
N#CC(c1ccccc1)c1ccc(C(=O)c2ccc(F)cc2)cc1 (configuration not stated)	·	·	60%	·	·	-6	91	97	-8%
C=CCNC(=O)c1cc(Cl)ccc1Cl	-7	140	-18%	7	140	0	95	95	11%
Cc1csc(NC(=O)c2cccc(S(=O)(=O)N3CCCCC3)c2)n1	0	130	7%	0	130	-28	40	68	0%
CCc1ccc(NC(=O)CSc2nnc(SCC(=O)Nc3ccc(CC)cc3)n2N)cc1	-9	186	18%	8	186	·	·	·	3%
CCCCn1c(NC(=O)c2ccccc2Cl)c(C#N)c2nc3ccccc3nc21	35	180	-37%	-35	180	-20	20	40	-33%
Cc1ccc(N2C(=O)CSC2c2cccs2)cc1 (configuration not stated)	35	188	6%	-35	188	4	94	89	2%
O=C(CSc1ccccn1)Nc1nncs1	17	78	·	-17	78	-9	89	98	·
CN(C)c1nc(N)nc(CSc2nnnn2-c2ccc(C(=O)O)cc2)n1	19	207	-18%	-19	207	-1	95	96	-3%
Cc1nc2ccccc2nc1OCC(=O)N1CCN(c2ccccc2)CC1	-7	174	-45%	7	174	-5	80	85	-6%
CCC(NC(=O)Nc1ncccc1C)(C(F)(F)F)C(F)(F)F	-4	112	9%	4	112	1	92	91	-8%
CN(c1ccccc1)S(=O)(=O)c1ccc(C(=O)NCC2CCCO2)cc1 (configuration not stated)	5	179	8%	-5	179	·	·	·	-5%
CCc1nc2ccccc2n(CCOCCOCCn2c(=O)c(CC)nc3ccccc32)c1=O	2	129	-40%	-2	129	3	69	66	3%

An excerpt from above in order of heavy-atom count, ascending:
SMILES	IL1B NFkB pot	IL1B NFkB pot cell count 2 µM	PLAP inhibition	NFkB transloc inh	NFkB transloc inh cell count 2 µM	MRP reversal	MRP reversal cytotoxicity	MRP reversal with doxorubicin	Bcl-B TR3 displacers
Cc1ccc(N2C(=O)CSC2c2cccs2)cc1 (configuration not stated)	35	188	6%	-35	188	4	94	89	2%
Cc1ccc(SCCC(=O)N2CCC(C(N)=O)CC2)cc1	-2	143	14%	2	143	-11	90	101	13%
Cc1onc(-c2ccccc2Cl)c1C(=O)N1CCN(c2nc3ccccc3s2)CC1	·	·	-89%	·	·	-22	60	82	-5%
CCc1nc2ccccc2n(CCOCCOCCn2c(=O)c(CC)nc3ccccc32)c1=O	2	129	-40%	-2	129	3	69	66	3%

(next part)
SMILES	IL1B NFkB pot	IL1B NFkB pot cell count 2 µM	PLAP inhibition	NFkB transloc inh	NFkB transloc inh cell count 2 µM	MRP reversal	MRP reversal cytotoxicity	MRP reversal with doxorubicin	Bcl-B TR3 displacers
O=C(CCCNS(=O)(=O)c1cccs1)N1CCN(c2ccc(F)cc2)CC1	·	·	-40%	·	·	-1	97	98	-2%
CCN(CC)C(=O)CN(c1ccc(Cl)cc1)S(=O)(=O)c1ccccc1	-6	126	-84%	6	126	7	79	71	2%
Cc1cc(C)c2nc(C(F)(F)F)nc(NCCCN3CCOCC3)c2c1	9	83	-63%	-9	83	-24	9	33	-2%
COc1ccc(-n2c(C)c([N+](=O)[O-])c3ccc(O)c(CN4CCCCC4)c32)cc1	12	132	-29%	-12	132	8	67	59	23%
O=C(Nc1nnc(C(F)(F)F)s1)C1COc2ccccc2O1 (configuration not stated)	-12	85	-13%	12	85	-11	89	100	4%
O=c1cc(-c2ccccc2)nc(SCc2ccccc2)[nH]1	13	103	-17%	-13	103	·	·	·	-6%
COC(=O)c1cn(C(C)C(=O)NCc2ccco2)c2ccccc12 (configuration not stated)	·	·	-2%	·	·	22	97	75	-6%
COc1ccc(NC(=O)c2ccc(S(=O)(=O)N3CCOCC3)cc2)c(OC)c1	·	·	-14%	·	·	3	95	92	-12%
Cn1c(Cc2cccc3ccccc23)nnc1SCC(=O)N1CCN(c2ccccc2)CC1	3	148	-47%	-3	148	·	·	·	2%
Cc1cc(C)c2nc(N3CCC(C(=O)N4CCN(c5ncccn5)CC4)CC3)sc2c1	-3	221	-56%	3	221	-21	45	66	2%
Cc1ccc(OCCOCCn2ccnc2)c(Br)c1	-11	132	5%	11	132	-3	98	101	-2%
CS(=O)(=O)N(CC(=O)NCc1cccnc1)Cc1ccc(Cl)cc1	4	161	1%	-4	161	22	113	91	-1%
Cc1ccccc1NC(=O)c1cc(S(=O)(=O)N2CCOCC2)ccc1F	·	·	9%	·	·	22	121	99	-3%
OCCNCCCCCOc1ccc(F)cc1	?	·	15%	-54	134	-11	83	93	0%
CCCC(=O)c1c(NC)cc(C)oc1=O	-8	217	-2%	8	217	·	·	·	5%
O=C1c2sc3nc4c(c(=O)n3c2C(=O)N1c1ccccc1)CCC4	-3	191	10%	3	191	-26	35	61	7%
Cc1ccc(-n2ncc(N(C)C)c(Cl)c2=O)cc1	-8	144	19%	8	144	·	·	·	-14%
COc1cc(C(=O)NCc2cn3ccccc3n2)cc(OC)c1OC	-3	156	·	3	156	9	95	85	·
CCOC(=O)c1oc2ccc(S(=O)(=O)N3CCOCC3)cc2c1C	0	92	-12%	0	92	·	·	·	3%
O=C(NCc1ccc2c(c1)OCO2)C1CC(=O)N(C2CCCCCC2)C1 (configuration not stated)	·	·	7%	·	·	-14	92	105	-3%
COc1ccc2c(Cl)c(-c3nnc4n3CCCCC4)sc2c1	·	·	-24%	·	·	8	85	77	-9%
O=C(NCCN1CCN(C(=O)c2cc3ccccc3oc2=O)CC1)c1cc2ccccc2oc1=O	1	74	-42%	-1	74	1	84	83	10%
CCOc1ccc(C(=O)Cc2ccc3oc(C(=O)O)cc3c2)c(O)c1	-11	145	-4%	11	145	13	84	71	2%
CCc1cc(C)cc(OCCNC(=O)c2cncc(Br)c2)c1	16	172	22%	-16	172	·	·	·	-5%
O=C1c2ccccc2C(=O)N1CCc1nc(-c2cccnc2)no1	18	112	8%	-18	112	-4	95	99	-6%
The results go on.
SMILES	IL1B NFkB pot	IL1B NFkB pot cell count 2 µM	PLAP inhibition	NFkB transloc inh	NFkB transloc inh cell count 2 µM	MRP reversal	MRP reversal cytotoxicity	MRP reversal with doxorubicin	Bcl-B TR3 displacers
Cc1ccc2c(c1)C(c1ccccc1)N(C(=O)c1ccc(Br)o1)CC(=O)N2 (configuration not stated)	-7	164	-3%	7	164	-26	64	90	-12%
Cc1c(C(=O)c2ccc(Cl)cc2Cl)cnc2cc3c(cc12)OCO3	14	136	·	-14	136	1	86	85	·
COC(=O)C1=C(C)N(CCc2ccc(OC)cc2)C(=O)C1	-9	85	-5%	10	85	12	96	84	1%
Cc1ccc(/S(C)=N/S(=O)(=O)c2ccc(C)cc2)cc1 (configuration not stated)	7	140	6%	-7	140	·	·	·	3%
O=C(NCc1ccco1)Nc1ccc2snnc2c1	-8	109	28%	8	109	·	·	·	-1%
O=C(c1ccc2c(c1)OCCCO2)c1cccs1	-12	67	21%	12	67	14	92	78	2%
CC(=O)c1c(C)[nH]c(C(=O)N2CCCCCC2)c1C	29	130	14%	-28	130	-5	89	94	10%
CC(C)CCNC(=O)c1cnn2c(C(F)(F)F)cc(-c3ccco3)nc12	7	176	-10%	-7	176	-13	56	69	1%
Cc1ccc(-n2nnnc2C(=Cc2ccc(N(C)C)cc2)c2nnnn2-c2ccc(C)cc2)cc1	5	119	·	-6	119	·	·	·	6%
CC(C)c1[nH]nc2c1C(c1cccc(OC(=O)N3CCOCC3)c1)C(C#N)=C(N)O2 (configuration not stated)	34	127	-41%	-34	127	·	·	·	-8%
C=CCSc1ncc(C#N)c(N)n1	4	156	·	-4	156	11	98	87	·
CCNC(=O)c1sccc1-n1cccc1	·	·	-11%	·	·	8	103	95	-3%
FC(F)(F)c1cccc(Sc2cc(C(F)(F)F)nc(-c3ccccn3)n2)c1	0	126	-4%	0	126	·	·	·	-3%
CCCOc1cccc(-c2cc(C(=O)NNC(=S)NCC)c3ccccc3n2)c1	5	176	-121%	-5	176	·	·	·	0%
Cc1ccc(-n2nc3c(c2NC(=O)c2ccc4c(c2)OCO4)CS(=O)C3)cc1 (configuration not stated)	1	167	-14%	-1	167	4	94	90	-1%
CCOC(=O)C1=C(O)/C(=C/N(C)C)N=C1C	14	204	-2%	-14	204	-9	103	112	-4%
O=C(NCc1ccccc1)N(Cc1cc2cc3c(cc2[nH]c1=O)OCO3)CC1CCCO1 (configuration not stated)	·	·	11%	·	·	0	78	78	-8%
O=C1CC(c2ccccc2)C(C(=O)O)N1 (configuration not stated)	-3	39	21%	4	39	-4	110	114	-12%
CCn1c(C(c2ccccc2)c2ccccc2)n[nH]c1=S	-5	165	-88%	4	165	13	95	82	-4%
O=C(Cn1ccc2ccccc2c1=O)NCC1COc2ccccc2O1 (configuration not stated)	-20	166	4%	20	166	·	·	·	-2%
CCOC(=O)c1c(C)nc2ccccn12	·	·	7%	·	·	0	83	82	0%
Nc1nnc(SCC(=O)NC23CC4CC(CC(C4)C2)C3)s1	22	163	6%	-22	163	4	95	90	-6%
COc1ccc2[nH]c(=O)c(CN(C(=O)c3ccccn3)c3ccccc3)cc2c1	36	132	-2%	-36	132	8	93	85	0%
C=CCN1C(=O)/C(=C2/Sc3ccccc3N2C)SC1=Nc1c(C)n[nH]c1C	5	173	-4%	-5	173	45	69	24	-3%
CCCC(=O)NC(c1ccco1)c1c(O)ccc2ccccc12 (configuration not stated)	-3	134	-30%	3	134	·	·	·	5%
(further entries)
SMILES	IL1B NFkB pot	IL1B NFkB pot cell count 2 µM	PLAP inhibition	NFkB transloc inh	NFkB transloc inh cell count 2 µM	MRP reversal	MRP reversal cytotoxicity	MRP reversal with doxorubicin	Bcl-B TR3 displacers
O=S(=O)(c1cccs1)N1CCCc2ccccc21	4	130	33%	-4	130	8	92	84	-1%
COc1ccc(NC(=O)C(=O)N2N=C(C(C)C)CC2(O)C(F)(F)F)cc1 (configuration not stated)	-6	110	-13%	6	110	·	·	·	7%
COc1ccccc1Cc1noc(COc2cccc(C)c2C)n1	21	145	15%	-21	145	2	94	92	-7%
CSc1ccc(C#N)cc1NC(=O)c1ccc(Cl)cc1Cl	10	143	11%	-10	143	·	·	·	-2%
COC(=O)Nc1snnc1C	5	165	-5%	-5	165	9	101	91	-19%
CC(C)(C)OC(=O)N1CCCC1C(=O)O (configuration not stated)	1	125	-3%	-1	125	2	91	88	-2%
CCOC(=O)c1cnn(-c2ccc(C(C)C)cc2)c1NC(=O)C1CCC1	-6	165	-19%	6	165	·	·	·	0%

The list is partial, so the mix of outcomes need not match the whole.
